K1F lysis inhibition – inhibition of K1F phage lysis, E. coli UTI89, bacterial capsule biogenesis inhibitors, alamar blue (AID 488966); E. coli UTI89 K1F phage lysis, alamar blue, 2 h; higher % means a stronger effect; one-dose inhibition, % at 100 µM; IC50 in µM for titrated hits; hit rate 0.02% among 340,000;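 active = phage lysis inhibition, versus mean bacterial control, above a set limit; inconclusive = no clear call, values can overlap the other calls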;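 note: capsule biogenesis inhibitors block K1F phage lysis so surviving cells raise fluorescence; higher fluorescence means more inhibition of phage lysis; actives were called in the ten point dose series up to 300 µM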
GPR35 antagonists – GPR35 antagonists blocking zaprinast-driven arrestin recruitment, primary screen, imaging, U2OS, beta-arrestin-GFP, zaprinast agonist (AID 2058) | U2OS GPR35 beta-arrestin-GFP translocation imaging, zaprinast antagonism; higher % means a stronger effect | inhibition, % at 10 µM; hits with a dose series show IC50 in µM | hit rate 0.052% among 290,000;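 active = inhibition of at least 50% with at least 30 cells and total cytoplasm GFP at most 10,000,000; inconclusive = under 30 cells or total GFP of 10,000,000 plus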
Dengue-2 NS5 capping – flavivirus cap methylation enzyme inhibition – biochemical, confirmation dose response, primary screen (AID 588689) | Dengue-2 NS5 methyltransferase capping enzyme assay, biochemical; higher % means a stronger effect | inhibition, % at 25 µM, or IC50 in µM where a hit was titrated | hit rate 0.3% among 340,000; in the data active = a potency from the dose series; inconclusive = inhibition above about 29% without an active follow-up result
Rac1 GTP hydrolysis – MgcRacGAP GTPase-activating activity inhibitors, confirmation, biochemical, ADP Hunter fluorescence | inhibition, % at 30 µM, or IC50 in µM where a hit was titrated | MgcRacGAP-stimulated Rac1 GTP hydrolysis, ADP Hunter fluorescence; higher % means a stronger effect; GST-tagged Rac1 F28L mutant substrate | hit rate 0.6% among 340,000;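 active = first-screen hits whose inhibition reached a set limit at any dose in the follow-up dose series; inconclusive = inhibition above the set first-screen limit but never retested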;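 note: fluorescence reports GDP produced by GAP-driven GTP hydrolysis; strong numbers were not always called active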
SV40 large T antigen – SV40 large T antigen inhibitors, biochemical (AID 1903). inhibition, % at 20 µM; hits with a dose series show IC50 in µM. hit rate 0.39% among 310,000. SV40 large T antigen ATPase/helicase inhibition assay; higher % means a stronger effect; in the data active = a potency from the dose series; inconclusive = inhibition mostly from about 32% at the one dose, without a potency; inactive = the rest, 99 in 100 with inhibition below about 32%; note: strong numbers were not always called active
PhoP inhibition – PhoP-dependent GFP reporter repression – Salmonella Typhimurium, primary screen (AID 1863). hit rate 0.16% among 300,000. S. Typhimurium PhoP-regulated promoter GFP reporter, 4 h; higher % means a stronger effect. one-dose inhibition, % at 50 µM; IC50 in µM for titrated hits;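 active = inhibition over 29.93%, a cutoff 3 SD above the screen mean, later confirmed by dose response; inconclusive = inhibition over 29.93% but no dose response follow-up; inactive = inhibition at most 29.93% or unconfirmed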;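 note: 0% = low Mg2+ inducing control and 100% = high Mg2+ repressing control; strong numbers were not always called active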
GPR55 LPI antagonism – GPR55 antagonists blocking LPI-driven arrestin recruitment, primary screen, imaging, U2OS, beta-arrestin-GFP, LPI agonist (AID 2013). one-dose inhibition, % at 10 µM; IC50 in µM for titrated hits. U2OS GPR55 beta-arrestin-GFP translocation imaging, LPI antagonism; higher % means a stronger effect. hit rate 0.13% among 290,000;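 active = spots per cell inhibited over 60%, with over 100 cells counted and total cytoplasm intensity under 500,000; inconclusive = wells with under 100 cells, flagged as likely toxic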;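 note: U2OS cells stably carrying GPR55 and arrestin-GFP stimulated by 5 µM LPI near EC80; imaged beta-arrestin-GFP aggregate spots per cell after agonist stimulation; plate controls were LPI-stimulated DMSO wells for no effect and DMSO wells without LPI for full effect; some results filed as inactive read as strong as hits; confirmed hits need IC50 under 10 µM and bright autofluorescent wells are also inconclusive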
HIV fusion peptide – cell-free HIV fusion peptide-binding blockers – biochemical, uHTS, fluorescence dequenching, primary screen (AID 1986); cell-free peptide binding, fluorescence dequenching, 30 min; higher % means a stronger effect; hit rate 0.3% among 290,000; inhibition, % at 20 µM, or IC50 in µM where a hit was titrated; in the data active = inhibition mostly above about 52%, no sharp cut-off; inactive = mostly below about 76%; note: some results filed as inactive read as strong as hits
RSV antiviral HEp-2 – inhibition of RSV-induced cytopathic effect – HEp-2 cells, primary 10 µM value included (AID 2391). CPE inhibition, % at 10 µM; hits with a dose series show IC50 in µM. HEp-2 cells, RSV-induced CPE inhibition; higher % means a stronger effect. hit rate 0.13% among 310,000; in the data active = a potency from the dose series; inconclusive = CPE inhibition mostly from about 23% at the one dose, without a potency; inactive = the rest, 99 in 100 with CPE inhibition below about 21%; note: strong numbers were not always called active
Dengue-2 NS5 capping pilot replicate – recorded beside Dengue-2 NS5 capping, whose call it bears; inhibition, %; measured here: pilot screen replicate inhibition
Starred values were filed as active, the others as inactive; ? = inconclusive; nt = not tested or not shown. An unsorted share of the library. About 1.5% of those tested had a hit in this group.

SMILES	K1F lysis inhibition	GPR35 antagonists	Dengue-2 NS5 capping	Rac1 GTP hydrolysis	SV40 large T antigen	PhoP inhibition	GPR55 LPI antagonism	HIV fusion peptide	RSV antiviral HEp-2	others
CCc1cccc(CC)c1NC(=S)/C(=C(\[O-])c1ccc(Cl)s1)[n+]1ccccc1	0.4%	-4%	-6%	9%	11%	-1%	11%	5.8%	0.0%
COc1ccc(-c2c[n+](CC(=O)N3c4ccccc4Sc4ccccc43)c3n2CCC3)cc1	-1.4%	9%	2%	3%	13%	-2%	10%	0.8%	1.2%
CCn1c2ccccc2c2cc(N=C3SC(CC(=O)Nc4ccccc4OC)C(=O)N3CCOC)ccc21 (configuration not stated)	2.8%	0%	-2%	8%	10%	-30%	13%	6.7%	20%
N#Cc1ccc(OCC(=O)NCCc2ccccn2)cc1	2.6%	-10%	-3%	-4%	3%	26%	-1%	-1.0%	1.9%
CCOc1ccccc1NC(=O)CSc1nnc(CNC(=O)c2ccccc2F)o1	0.1%	15%	-3%	-1%	-1%	8%	2%	-1.2%	0.8%
CCC(C)Sc1ccc([C@H]2N[C@@](C)(C(=O)OC)[C@H]3C(=O)N(CC)C(=O)[C@@H]23)cc1 (some centres not stated)	1.1%	nt	-2%	0%	6%	3%	nt	nt	-0.6%
CCOc1ccc(Nc2nc3cc(S(=O)(=O)N(CC)CC)ccc3o2)cc1	1.0%	0%	-15%	18%	0%	11%	6%	-2.1%	nt
CCOCC(=O)Nc1nc2c(s1)C(=O)CC(C)(C)C2	0.4%	4%	0%	2%	2%	7%	3%	0.5%	2.3%
COc1ccc2c(c1)C1NC(=S)N[C@@](C)(O2)C1C(=O)Nc1ccccc1 (some centres not stated)	1.1%	14%	-10%	10%	0%	7%	11%	-0.8%	1.2%
CSc1cccc(NC(=O)C2CC(=O)N(Cc3ccccc3)C2)c1 (configuration not stated)	0.0%	6%	-1%	3%	12%	-8%	9%	-1.6%	3.9%
CSCCC(NS(=O)(=O)c1ccc(C)cc1)C(=O)NC1CCCCC1 (configuration not stated)	0.1%	-5%	-1%	10%	3%	6%	-12%	2.5%	1.1%
O=c1[nH]c2ccc(NC(=S)Nc3ccccc3Cl)cc2[nH]1	0.1%	5%	3%	25%	-4%	21%	6%	-4.6%	0.0%
CC1CC(C)CN(S(=O)(=O)c2ccc(C(=O)NCc3ccc4c(c3)OCO4)cc2)C1 (configuration not stated)	1.1%	13%	1%	4%	5%	-9%	-7%	-1.1%	2.5%
CC(C)OCCCNC(=O)c1ccc(Br)cc1	0.7%	0%	0%	4%	3%	-5%	6%	-1.6%	1.3%	Dengue-2 NS5 capping pilot replicate=-9.1
COc1cc2c(cc1OC)C1(CCCC1)CNC2C (configuration not stated)	6.6%	-7%	-3%	1%	8%	6%	12%	-1.2%	-0.8%
c1ccc2c(-c3csc(-c4ccncc4)n3)c[nH]c2c1	0.5%	14%	-1%	13%	22%	3%	1%	-0.8%	-2.0%
O=C(CCCC(=O)N/N=C/c1ccccc1C(=O)O)N/N=C/c1ccccc1C(=O)O	0.1%	-6%	-3%	9%	23%	-5%	-4%	3.2%	0.9%
Cc1onc(-c2c(F)cccc2Cl)c1C(=O)NC(C)c1ccccc1 (configuration not stated)	-0.2%	-21%	13%	3%	6%	5%	10%	-0.3%	2.1%
Cc1cc(Br)ccc1NCc1ccccn1	-0.2%	-8%	-7%	23%	25%	-6%	-1%	2.5%	?
CC(C)Cc1nnc(NC(=O)CSc2nc(O)c(-c3ccccc3)c(=O)[nH]2)s1	-0.1%	17%	-4%	1%	4%	0%	-4%	2.4%	2.5%
CN(C)C(=O)c1c(NC(=O)c2ccco2)sc2c1CCCCC2	0.6%	12%	4%	8%	14%	-2%	1%	-2.3%	0.3%

No new results follow: entries from further up.
SMILES	K1F lysis inhibition	GPR35 antagonists	Dengue-2 NS5 capping	Rac1 GTP hydrolysis	SV40 large T antigen	PhoP inhibition	GPR55 LPI antagonism	HIV fusion peptide	RSV antiviral HEp-2	others
CCC(C)Sc1ccc([C@H]2N[C@@](C)(C(=O)OC)[C@H]3C(=O)N(CC)C(=O)[C@@H]23)cc1 (some centres not stated)	1.1%	nt	-2%	0%	6%	3%	nt	nt	-0.6%
CCOc1ccc(Nc2nc3cc(S(=O)(=O)N(CC)CC)ccc3o2)cc1	1.0%	0%	-15%	18%	0%	11%	6%	-2.1%	nt
CCOCC(=O)Nc1nc2c(s1)C(=O)CC(C)(C)C2	0.4%	4%	0%	2%	2%	7%	3%	0.5%	2.3%
COc1ccc2c(c1)C1NC(=S)N[C@@](C)(O2)C1C(=O)Nc1ccccc1 (some centres not stated)	1.1%	14%	-10%	10%	0%	7%	11%	-0.8%	1.2%

A draw from above in order of count of non-hydrogen atoms, smallest number first:
SMILES	K1F lysis inhibition	GPR35 antagonists	Dengue-2 NS5 capping	Rac1 GTP hydrolysis	SV40 large T antigen	PhoP inhibition	GPR55 LPI antagonism	HIV fusion peptide	RSV antiviral HEp-2	others
Cc1cc(Br)ccc1NCc1ccccn1	-0.2%	-8%	-7%	23%	25%	-6%	-1%	2.5%	?
CC(C)OCCCNC(=O)c1ccc(Br)cc1	0.7%	0%	0%	4%	3%	-5%	6%	-1.6%	1.3%	Dengue-2 NS5 capping pilot replicate=-9.1
CCC(C)Sc1ccc([C@H]2N[C@@](C)(C(=O)OC)[C@H]3C(=O)N(CC)C(=O)[C@@H]23)cc1 (some centres not stated)	1.1%	nt	-2%	0%	6%	3%	nt	nt	-0.6%

Bioassay records deposited in PubChem BioAssay by several laboratories.
